S3 lipid droplet – qHTS Assay for Lipid Storage Modulators in Drosophila S3 Cells. actives 0.64% (n = 320,000). Drosophila S3 cells, BODIPY lipid droplet fluorescence, 18-24 h; cells fed with added oleic acid. lipid storage change, negative = inhibition, % at the top dose, mostly 46.1 µM; hits show Potency in µM; active = well fitted inhibition curve with a large enough effect in the signal ratio, with a control signal flat, not every such curve was filed as active; inconclusive = small, poorly fitted or top-dose-only effect, or effect the other way, or a change in a side signal; the % refers to the signal ratio
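Drosophila S3 cells got compounds at several concentrations plus oleic acid (400 uM solution). Laser-scanning cytometry with 488 nm excitation read lipid droplets at 500-530 nm and cells at 575-640 nm. Percent activity was relative to 20 uM Triacsin C.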
S3 lipid droplet cell count max – further read-out of S3 lipid droplet, marked with its call; cell number change, %; measured here: cell count max response;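 cells counted by Cell Tracker Red CMTPX staining in the red channel; peak over a dose series mostly up to 46.1 µM; percent activity relative to internal control wells on each plate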
* hit, by the source's call; i = inactive; ? = inconclusive; · = not tested or not shown. % is set by controls: 0 for no effect and ±100 for the full control effect; potency is the fitted concentration of half-maximal effect. These rows are one share of the data (hit frequency here may not be typical).

SMILES	S3 lipid droplet	S3 lipid droplet cell count max
COc1ccc(C(=O)N(CC(=O)NC(C)(C)C)c2ccc3c(c2)OCCO3)cc1OC	?	·
COc1ccc2sc(N(CCCN(C)C)C(=O)c3ccc(S(=O)(=O)N4CCc5ccccc5C4)cc3)nc2c1	?	·
CC(OC(=O)C1CC1C)C(=O)Nc1ccc(Cl)cn1 (stereo not drawn)	?	·
COc1cc(NC(=O)COC(=O)CNC(=O)C23CC4CC(CC(C4)C2)C3)cc(OC)c1	-20.6%	-2.9
O=C(N=Nc1c(O)[nH]c2ccccc12)c1cccs1	-2.0%	-7.2
COc1ccc(N(CC(=O)Nc2cccc(C)c2C)S(=O)(=O)c2c(C)[nH]c(=O)[nH]c2=O)cc1	-5.3%	-9.5
Cc1ccc(S(=O)(=O)NCC(=O)N(CC(=O)NC2CCCCC2)CC2CCCO2)cc1 (stereo not drawn)	?	·
COc1ccc(C(CNC(=O)CN2C(=O)NC3(CCCC3)C2=O)N(C)C)cc1 (stereo not drawn)	?	·
O=C1CCCN1c1ccc(Br)cc1	?	·
O=C(/C=C/NCc1cccnc1)C(F)(F)C(F)(F)F	?	·

An excerpt from above in order of count of non-hydrogen atoms, falling:
SMILES	S3 lipid droplet	S3 lipid droplet cell count max
COc1ccc2sc(N(CCCN(C)C)C(=O)c3ccc(S(=O)(=O)N4CCc5ccccc5C4)cc3)nc2c1	?	·
COc1ccc(N(CC(=O)Nc2cccc(C)c2C)S(=O)(=O)c2c(C)[nH]c(=O)[nH]c2=O)cc1	-5.3%	-9.5
COc1ccc(C(=O)N(CC(=O)NC(C)(C)C)c2ccc3c(c2)OCCO3)cc1OC	?	·
COc1ccc(C(CNC(=O)CN2C(=O)NC3(CCCC3)C2=O)N(C)C)cc1 (stereo not drawn)	?	·
O=C1CCCN1c1ccc(Br)cc1	?	·

Next part
SMILES	S3 lipid droplet	S3 lipid droplet cell count max
Cc1ccc(NC(=O)CN2C(=O)CNC2=O)cc1	-16.4%	-8.5
CCCC(=O)Nc1nc2c(OC)ccc(OC)c2s1	1.7%	1.7
Cc1ccc2nc(NC3=NCN(CCc4ccccc4)CN3)nc(C)c2c1	?	·
CCN(CC(=O)Nc1ccc2c(c1)OCCO2)C(=O)C1CCCCC1	8.7%	20.3
O=C(c1cnn2c1NC(c1ccco1)CC2C(F)(F)F)N1CCN(c2cccc(Cl)c2)CC1 (stereo not drawn)	?	·
CCOC(=O)N1CCC(Nc2cccc(SC)c2)CC1	?	·
COc1ccccc1NC(=O)CN1CCN(c2ccccc2F)CC1	18.3%	-21.4
Cc1ccccc1-c1nc(CS(=O)(=O)CC(=O)N2CCc3ccccc32)c(C)o1	8.4%	4.9
CN(C)c1ccc(C(=S)N2CCN(C(=S)Nc3ccccc3)CC2)cc1	12.9%	4.4
Cc1nc(SCC(=O)NCC2CCCO2)c2cc(-c3ccccc3)sc2n1 (stereo not drawn)	?	·
O=C(CNCc1cccc(Cl)c1)N1CCc2ccccc2C1	?	·
Clc1ccc(-c2nc3ccccc3[nH]2)cn1	?	·
CCN(CC)S(=O)(=O)c1ccc(OC)c(N)c1	3.1%	5.9
COc1ccc(CNC(=O)Cn2cc(C(F)(F)F)ccc2=O)cc1	-9.9%	-26.0
Cc1ccc(NC(=O)CCCCCN2C(=O)[C@@H]3Cc4ccccc4CN3C2=O)c(Cl)c1	?	·
COc1cccc(NC2C=CS(=O)(=O)C2)c1 (stereo not drawn)	-8.1%	11.3
Cc1ccc(-c2c(C(=O)N/N=C/c3ccc4c(c3)OCO4)nnn2-c2nonc2N)cc1	?	·
CCC1(C(=O)OC)NC(c2ccco2)C2C(=O)N(c3ccc(F)cc3)C(=O)C21 (stereo not drawn)	?	·
CCN(C(=O)CSc1ccc(S(=O)(=O)N2CCOCC2)cn1)c1ccccc1	?	·
COc1cccc(CN2CC(C(=O)NCCc3ccccc3C(F)(F)F)CCC2=O)c1 (stereo not drawn)	?	·
Cc1ccc(C)c(NC(=O)CSc2ncnc3nc[nH]c23)c1	?	·
COC(=O)c1cn(NC(=O)Cn2nc([N+](=O)[O-])c(Br)c2C)c(=O)c2ccccc12	?	·
CC(=O)Nc1ccc(NC(=O)c2cccc(Oc3ccccc3)c2)cc1	-18.6%	27.5
COc1cc(OC)c2c(c1)C(=O)c1cc(OC)cc(OC)c1C2=O	?	·
O=S(=O)(c1ccc2nc(-c3ccccc3)[nH]c2c1)N1CCN(c2cccc(Cl)c2)CC1	?	·
CCN(C(=O)c1ccccc1)c1ccc([N+](=O)[O-])cc1	0.7%	1.0
COc1ccccc1Nc1nnc(SCC2CCCCO2)s1 (stereo not drawn)	?	·
COc1ccccc1N(C(=O)c1cncc(Br)c1)c1nc(-c2ccc(C)cc2)cs1	?	·
O=C(CN1CCCN(S(=O)(=O)c2ccc(Br)s2)CC1)Nc1ccc(Cl)cc1	?	·
COc1ccc(/C(O)=C2/C(=O)C(=O)N(CCCN(C)C)C2c2cccc(Cl)c2)cc1OC (stereo not drawn)	4.9%	-1.4
O=C(COc1ccc(Cl)cc1)N(Cc1ccccc1)c1nc(-c2ccccc2)cs1	?	·
CCOc1cc(/C=N/NC(=O)Cn2nc([N+](=O)[O-])cc2C)cc(Br)c1OCc1ccccc1F	?	·
COc1ccc(CNC(=O)C(C)Sc2nc3ccccc3c(=O)n2CC2CCCO2)cc1 (stereo not drawn)	9.8%	7.0
O=C(CSc1nnc(-c2ccc(Cl)cc2)n1Cc1ccco1)c1cccs1	?	·
O=C(CCC(=O)c1ccc(Cl)cc1)OCc1nc2ccsc2c(=O)[nH]1	?	·
CN1CCN(c2ccccc2NC(=O)c2cccs2)CC1	?	·
COc1ccc(CCN2C(=NC(=O)C(C)C)SC3CS(=O)(=O)CC32)cc1 (stereo not drawn)	1.2%	14.3
COc1ccc(-c2nsc3c(N4CCN(S(=O)(=O)c5ccccc5F)CC4)ncnc23)cc1	-8.3%	11.0
c1ccc(CN2CCN(c3nc(-c4ccccn4)nc4ccccc34)CC2)cc1	?	·
O=C(O)CCC(=O)Nc1ccc(NC(=O)c2ccc(Cl)cc2Cl)c(Cl)c1	24.2%	-2.2
COc1ccc(NC2=C(NC(C)=O)C(=O)c3ccccc3C2=O)cc1	i	·
CC(=O)c1ccc(N2CCN(C(=O)COc3ccc(F)cc3)CC2)c(F)c1	?	·
CCOc1cc(/C=C2/C(=O)N(c3ccccc3)N=C2C)ccc1OC(=O)c1ccco1	?	·
Cc1ccccc1S(=O)(=O)Cc1ccc(C(=O)NCCN(C)Cc2ccccc2)o1	?	·
CCC(C)(C)n1nnnc1C(c1ccncc1)N1CCC(C)CC1 (stereo not drawn)	11.7%	11.7
CCCCOc1ccc(C(=O)Nc2ccc(CN3CCOCC3)cc2)cc1	-13.6%	15.8
C/C(=C\C(=O)c1ccccc1)NNC(=O)c1ccc(Cl)cc1	?	·
O=C(NCCCN1CCCC1=O)C1CCN(S(=O)(=O)c2c(Cl)cccc2Cl)CC1	i	·
CCCCC1CCC(C(=O)N(CC(C)C)c2c(N)n(CCCC)c(=O)[nH]c2=O)CC1 (stereo not drawn)	?	·
Cc1ccc(CCN2CC(C(=O)NCCC(C)C)CC2=O)cc1 (stereo not drawn)	?	·

Five entries from above, with bars between the fields:
Compound | S3 lipid droplet | S3 lipid droplet cell count max
CC(=O)Nc1ccc(NC(=O)c2cccc(Oc3ccccc3)c2)cc1 | -18.6% | 27.5
COc1ccccc1N(C(=O)c1cncc(Br)c1)c1nc(-c2ccc(C)cc2)cs1 | ? | ·
CCOc1cc(/C=C2/C(=O)N(c3ccccc3)N=C2C)ccc1OC(=O)c1ccco1 | ? | ·
COc1ccc(NC2=C(NC(C)=O)C(=O)c3ccccc3C2=O)cc1 | i | ·
Cc1nc(SCC(=O)NCC2CCCO2)c2cc(-c3ccccc3)sc2n1 (stereo not drawn) | ? | ·

(listing goes on)
SMILES	S3 lipid droplet	S3 lipid droplet cell count max
COc1ccc(S(=O)(=O)n2nc(OC(=O)c3ccccc3)cc2N)cc1	?	·
CCC(C)NC(=O)CN(c1ccc(Cl)c(Cl)c1)S(C)(=O)=O (stereo not drawn)	?	·
CN(CC(=O)Nc1cccc(S(=O)(=O)NC2=NCCCCC2)c1)Cc1ccc(C(C)(C)C)cc1	?	·
Cc1ccc(CNC(=O)C2CCN(S(=O)(=O)N3CCCC3)CC2)cc1	?	·
COc1cc(/C=C2\C(=N)N3N=C(C)SC3=NC2=O)cc(OC)c1OCCOc1ccccc1C	?	·
Cc1ccc(S(=O)(=O)N2c3cc(C)ccc3OCC2C(C)(C)C)cc1 (stereo not drawn)	i	·
Cc1cc2nccc(-c3ccncc3)n2n1	?	·
CCCCN(C)C(=S)Nc1ccsc1C(=O)OC	?	·
Cn1c(C(=O)c2ccccc2[N+](=O)[O-])nc2ccccc21	?	·
CCc1ccccc1NC(=O)NC1CC2CCC(C1)N2Cc1ccco1 (stereo not drawn)	-1.5%	11.3
O=C(COC(=O)c1ccc(F)cc1Cl)NCc1ccco1	?	·
CC(=O)Nc1ccc(NC(=O)c2cccc(C(=O)OC(C)C)n2)cc1	?	·
CN(Cc1ccc(O)cc1)C1CCCCC1	-14.8%	-6.1
CCOC(=O)C1=C(C)N(C)C(=O)NC1c1c(C)nn(-c2ccccc2)c1C (stereo not drawn)	?	·
CCn1c(SCC(=O)Nc2cc(C)on2)nnc1-c1ccc(C)cc1	?	·
CCCCOc1ccc2c(c1)/C(=C(\C(Cl)=C(Cl)Cl)[N+](=O)[O-])N2	?	·
CCOC(=O)c1c(-c2ccccc2)oc2ccc(OC(C)=O)cc12	8.7%	15.4
Nc1nnc(SCCOc2cccc(Br)c2)s1	9.8%	-13.4
COc1ccc(C(=O)NC2CC2)cc1OC1CCN(Cc2ccccc2O)CC1	-11.8%	10.1
CCCNc1nc(Nc2ccc(C)cc2)nc(N2CCCC2)n1	?	·
COc1ccccc1N1CCN(C(=O)C2CC(=O)N(c3ccccc3)C2)CC1 (stereo not drawn)	?	·
CC(C)CN(C(=O)COC(=O)Cc1c[nH]c2ccccc12)C1CCS(=O)(=O)C1 (stereo not drawn)	-12.2%	6.3
Cc1ccc([N+](=O)[O-])c(OCc2ncc(Cl)n2C)c1	?	·
Cc1cc(-n2c(C)cc(C(=O)COC(=O)CN=C3NS(=O)(=O)c4ccccc43)c2C)no1	-13.0%	-23.8
COC(=O)c1c(NC(=O)C2COc3ccccc3O2)sc2c1CCN(Cc1ccccc1)C2 (stereo not drawn)	-0.4%	-8.7
CC1CC(C)CN(CCCOc2ccccc2[N+](=O)[O-])C1 (stereo not drawn)	?	·
O=C(CCCOc1ccc(Cl)cc1)NCC1CCCO1 (stereo not drawn)	?	·
COc1ccc2c(c1)C(=O)N(c1ccc(C)cc1C)C(=O)C2	?	·
OCCC1CN(CC#Cc2ccccc2)CCN1Cc1ccccc1F (stereo not drawn)	?	·
CC1CCCC(NC(=O)CSc2nnc(C(F)(F)F)n2C)C1C (stereo not drawn)	?	·
Cc1ccc(/C=C2/SC(=S)N(c3ccc(S(=O)(=O)Nc4nccs4)cc3)C2=O)cc1	?	·
COC(=O)c1ccc(Cn2cnc3cnccc32)cc1	20.4%	3.3
CC(=O)Cc1cc(O)c2ccccc2c1OC(=O)c1ccc(Br)cc1	?	·
CCCCCCc1cc2cc(C(=O)Nc3ccc(OC)cc3)c(=O)oc2cc1O	12.5%	3.8
CC(NC(=O)C(CC(=O)OC(C)(C)C)NC(=O)OC(C)(C)C)C(N)=O (stereo not drawn)	?	·
O=C(c1sc2ccccc2c1Cl)N1CCN(CCc2ccccn2)CC1	-14.7%	25.7
Cc1cc(NS(=O)(=O)c2ccc(NC(=O)c3oc4ccccc4c3C)cc2)no1	i	21.5
Cn1c(SCC(=O)Nc2ccccc2)nc2ccccc2c1=O	?	·
COc1ccc(C2C(C(=O)c3ccco3)=C(O)C(=O)N2CCOCCO)cc1OC (stereo not drawn)	3.2%	·
CCOC(=O)c1ccc(NC(=O)C(=O)NCc2ccc(/C=C(/C#N)C(=O)NCCOC)o2)cc1	-3.2%	13.4
Cc1c(NC(=O)C(C)OC(=O)/C=C/c2ccco2)c(=O)n(-c2ccccc2)n1C (stereo not drawn)	?	·
CS(=O)(=O)N(CC(=O)N1CCN(c2ccccc2)CC1)c1cccc(Br)c1	21.4%	-1.8
O=C(O)c1ccccc1C(=O)N1N=C2/C(=C/c3cccc([N+](=O)[O-])c3)CCCC2C1c1cccc([N+](=O)[O-])c1 (stereo not drawn)	?	·
Cc1ccc(/C=C\c2nccc3c2[nH]c2ccccc23)cc1	?	·
Cc1cccc(OCc2nnc(SC(C)C(=O)O)n2-c2ccccc2)c1 (stereo not drawn)	?	·
COc1cccc(C(=O)NN2CC(O)=C(c3nc4ccccc4s3)C2=N)c1	?	·
COc1ccc(Cl)cc1NC(=O)CN1CCC(n2nnc3cc(F)ccc32)CC1	?	·
Fc1cccc(F)c1CN1CCN(c2ncccn2)CC1	?	·
COC(=O)c1ccc(NC(=O)c2ccc(NS(=O)(=O)c3cccc4cccnc34)cc2)cc1	4.1%	-0.2
C=CCn1c(N2CCCC2)nc2c1c(=O)n(C)c(=O)n2C	?	·
COC(=O)C1=NN(C(=O)c2cccc(Cl)c2)C(O)(C(C)(C)C)C1 (stereo not drawn)	?	·
CCOC(=O)CSc1nnc(NCC(=O)OC(C)C)c(=O)[nH]1	1.0%	-17.0

Screening data from PubChem.
